From PubChem BioAssay
Scp1 inh: inhibitors of human Scp-1 phosphatase | Q9GZU7 | Recombinant Scp1, phosphopeptide, malachite green phosphate absorbance | inhibition, % at 20 µM | 0.88% of 340,000 active | AID 493091;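 active means inhibition above about 50% at 20 µM, limit read from the data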;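 further: plate controls were DMSO wells with enzyme for no effect and wells lacking enzyme for full effect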
Target sequence (Q9GZU7 76-261 limits assumed): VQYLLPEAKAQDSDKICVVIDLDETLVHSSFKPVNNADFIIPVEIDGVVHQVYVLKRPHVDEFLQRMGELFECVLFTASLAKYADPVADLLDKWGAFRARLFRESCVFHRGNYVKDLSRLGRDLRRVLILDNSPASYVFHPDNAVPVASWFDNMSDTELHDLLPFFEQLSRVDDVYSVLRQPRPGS
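Times: enzyme reaction 45 min at room temperature, colour 5 min, stabilisation 30 min. Material: SCP-1 catalytic fragment, aa 76-261. Medium: Acidic Tris acetate buffer with magnesium and detergent. Signal: colorimetric free-phosphate detection, absorbance 630 nm. Read-out basis: % inhibition of SCP-1 phosphate liberation. Reagent: Phosphorylated 17-residue peptide substrate.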
NRP1-CendR mod: alters CendR peptide binding to human NRP-1 | O14786 | FAM-RPARPAR peptide binding to NRP-1, fluorescence polarization | inhibition, % at 25 µM | 0.85% of 360,000 active;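 active means inhibition or corrected inhibition above about 18%, plus a signal ratio from 0.5 to 1.5, limit read from the data, passing the limit was not always enough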; further: strong numbers were not always called active
LMPTP inh: blocks human LMPTP phosphatase; recombinant LMPTP-A, OMFP fluorogenic substrate, fluorescence intensity; inhibition, % at 20 µM; 0.22% of 360,000 active; AID 651560;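 active means compounds that cut the enzyme signal by at least half of the control window in the single-dose screen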;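 further: plate controls were DMSO wells with enzyme plus substrate for no effect and substrate without enzyme for full effect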
Target sequence (P24666 whole entry, looked up): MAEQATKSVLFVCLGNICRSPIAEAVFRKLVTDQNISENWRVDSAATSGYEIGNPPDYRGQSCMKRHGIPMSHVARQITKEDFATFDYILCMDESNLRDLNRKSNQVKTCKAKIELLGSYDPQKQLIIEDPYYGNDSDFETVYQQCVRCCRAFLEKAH
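Test system: LMPTP-A phosphatase enzyme. Amount: LMPTP-A at 0.625 nM final in the reaction. Reagent: OMFP substrate, 400 µM final. Times: 50 min at room temperature. Signal: endpoint fluorescence intensity from OMFP dephosphorylation. Read-out basis: % inhibition. Benchmarks: no-enzyme and uninhibited controls.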
Neddyl block: blocks human cullin neddylation. calls only at 25 µM. P61081+Q13564. 0.58% of 360,000 active. TR-FRET cullin neddylation, biochemical; in the data active means inhibition above about 36%
DNMT1 inh: blocks human DNA methyltransferase DNMT1. 0.83% of 360,000 active. P26358. DNMT1 molecular beacon, Hinp1I cleavage, fluorescence. inhibition (reported as % activation of signal), % at 10 µM; in the data active means inhibition above about 50%
NadD inh: blocks S. aureus nicotinate mononucleotide adenylyltransferase | purified NadD enzyme, colorimetric absorbance read-out | inhibition, % at 20 µM | 0.78% of 360,000 active | AID 602399; in the data active means inhibition above about 26%; further: some compounds past the cut are filed as inactive
TbMetRS inhib: blocks T. brucei methionyl-tRNA synthetase activity; purified T. brucei MetRS, ATP depletion, Kinase-Glo luminescence; inhibition, % at 11.9 µM; 0.4% of 360,000 active;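 active means inhibition above a per-plate cutoff of the control wells' mean inhibition plus 3 SD, cut at about 5.5% in these data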;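 further: 0% = DMSO wells median and 100% = median of wells with control inhibitor compound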
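Test system – parasite MetRS enzyme · Reagent – substrates ATP, L-methionine and bulk Escherichia coli tRNA · Doses – 11.9 µM compound single dose, 0.9% DMSO · Times – 15 min enzyme-compound preincubation, 2 h reaction, 10 min detection, 25 °C · Signal – Kinase-Glo luminescence, ATP depletion format · Controls – DMSO-only wells as low control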
SKN-1 inh: C. elegans SKN-1 inhibition | C. elegans VP596 Pgst-4::GFP/RFP ratio, acrylamide-induced, 24 h | inhibition, % at 21.8 µM | 0.49% of 360,000 active;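 active means interference check ratio from 0.5 to 1.5 plus GFP to RFP signal ratio inhibition reaching or exceeding a fixed threshold, cut at about 30% in these data, passing the limit was not always enough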; further: some compounds called inactive have numbers as strong as hits
SUMO1 PPI mod: alters human SUMO1 binding to SIM partners; P63165; SUMO1 binding to a labelled peptide, TR-FRET, 1 h; inhibition, % at 20 µM; 0.33% of 360,000 active; in the data active means inhibition above about 37%
Target sequence (P63165 whole entry, looked up): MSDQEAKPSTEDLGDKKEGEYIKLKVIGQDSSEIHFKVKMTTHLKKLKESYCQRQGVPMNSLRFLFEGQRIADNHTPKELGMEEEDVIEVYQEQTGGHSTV
STEP inh: blocks human striatal-enriched tyrosine phosphatase. P54829. recombinant STEP, OMFP fluorogenic substrate, fluorescence. inhibition, % at 20 µM. 0.25% of 360,000 active;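 active means inhibition at 20 µM, scaled per plate between control wells, above about 37%, limit read from the data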;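 further: 0% = DMSO with enzyme and substrate and 100% = substrate only without enzyme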
Target sequence (P54829 whole entry, looked up): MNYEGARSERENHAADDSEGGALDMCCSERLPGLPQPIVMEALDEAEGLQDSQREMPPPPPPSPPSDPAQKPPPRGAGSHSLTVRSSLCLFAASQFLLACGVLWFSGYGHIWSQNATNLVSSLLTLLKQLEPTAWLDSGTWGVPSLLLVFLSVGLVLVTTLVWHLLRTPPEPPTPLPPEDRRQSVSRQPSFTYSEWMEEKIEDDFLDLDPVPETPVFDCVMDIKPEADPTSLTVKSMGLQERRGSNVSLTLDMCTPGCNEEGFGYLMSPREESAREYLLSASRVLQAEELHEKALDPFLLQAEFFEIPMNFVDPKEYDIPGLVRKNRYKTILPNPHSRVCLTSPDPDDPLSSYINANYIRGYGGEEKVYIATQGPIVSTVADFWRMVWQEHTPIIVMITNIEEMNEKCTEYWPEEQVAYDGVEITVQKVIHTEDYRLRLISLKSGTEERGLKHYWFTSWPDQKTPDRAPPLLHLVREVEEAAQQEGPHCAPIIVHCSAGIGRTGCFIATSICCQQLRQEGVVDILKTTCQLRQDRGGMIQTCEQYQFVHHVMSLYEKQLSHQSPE
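medium = Bis-Tris buffer pH 6.0, 2.5 mM DTT, 0.005% Tween 20 | test system = STEP (striatal-enriched tyrosine phosphatase) enzyme, cell-free | measure = normalized % inhibition | compound dosing = 20 µM, 1% DMSO | also added = 25 µM OMFP | schedule = reaction 20 min, ambient temperature | measured by = fluorescence read at 480 nm ex / 540 nm em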
Active calls of the source: *; i = inactive; · = no result given.

Structure | NadD inh | Neddyl block | Scp1 inh | SUMO1 PPI mod | NRP1-CendR mod | SKN-1 inh | TbMetRS inhib | STEP inh | DNMT1 inh | LMPTP inh
O=C(CCN1C(=O)c2ccccc2S1(=O)=O)Nc1ccc(F)c([N+](=O)[O-])c1 | 1 | i | -3 | -3 | 0 | 2 | -0.4 | 1 | -2 | -0.8
N#C/C(=C\C=C\c1ccccc1[N+](=O)[O-])C(=O)NCc1ccccc1 | 1 | i | 38 | -28 | 2 | -4 | 13* | -1 | -2 | 3.1
COc1ccc(OCC(O)Cn2c(N3CCCCC3)nc3c2c(=O)n(C)c(=O)n3C)cc1 (stereo unspecified) | -1 | i | -2 | 5 | -2 | 9 | -0.6 | -1 | 0 | -0.3
NS(=O)(=O)c1ccc(CCNC(=O)CSCC(=O)Nc2ccc(Cl)cc2)cc1 | -1 | i | -8 | 4 | -12 | -5 | 0.8 | 3 | 0 | 2.8
CC(C)CC(NC(=O)OC(C)(C)C)C(=O)NC(C(=O)NC(C)C(N)=O)C(C)C (stereo unspecified) | -6 | i | -3 | 1 | -13 | 10 | -0.6 | 3 | 2 | -2.2
CC(C)Cn1c(N)c(C(=O)COC(=O)Cc2cccs2)c(=O)n(C)c1=O | -6 | i | -2 | 2 | 0 | 8 | 0.1 | 0 | 1 | 0.6
COCCCNC(=O)CN1CCN(Cc2ccc(Cl)cc2)C1=O | -2 | i | -9 | 7 | 0 | 12 | -0.4 | 0 | 1 | -1.6
C[C@H](CO)N1C[C@H](C)[C@H](CN(C)Cc2ccc(Oc3ccccc3)cc2)Oc2ccc(NC(=O)Nc3cccc4ccccc34)cc2CC1=O | 23 | i | 5 | -3 | 2 | 13 | -0.2 | 3 | -41 | 3.1

Whole records from above. Values in the order: NadD inh | Neddyl block | Scp1 inh | SUMO1 PPI mod | NRP1-CendR mod | SKN-1 inh | TbMetRS inhib | STEP inh | DNMT1 inh | LMPTP inh
`CC(C)Cn1c(N)c(C(=O)COC(=O)Cc2cccs2)c(=O)n(C)c1=O` reads -6 | i | -2 | 2 | 0 | 8 | 0.1 | 0 | 1 | 0.6
`COCCCNC(=O)CN1CCN(Cc2ccc(Cl)cc2)C1=O` reads -2 | i | -9 | 7 | 0 | 12 | -0.4 | 0 | 1 | -1.6
`COc1ccc(OCC(O)Cn2c(N3CCCCC3)nc3c2c(=O)n(C)c(=O)n3C)cc1` (stereo unspecified) reads -1 | i | -2 | 5 | -2 | 9 | -0.6 | -1 | 0 | -0.3

Other compounds.
Structure | NadD inh | Neddyl block | Scp1 inh | SUMO1 PPI mod | NRP1-CendR mod | SKN-1 inh | TbMetRS inhib | STEP inh | DNMT1 inh | LMPTP inh
COc1cccc(NC(=O)C/C(C)=N/NC(=O)C2CCCCC2)c1 | -1 | i | -7 | 2 | 2 | 5 | -0.3 | 3 | -1 | -0.5
CC1CCCCN1C(=O)/C(=C\c1ccccc1)c1ccccc1 (stereo unspecified) | -6 | i | -8 | -2 | 6 | 6 | 0.1 | 1 | -1 | 0.5
Cn1c(SCc2nnc3n2CCCCC3)nc2ccccc21 | 5 | i | -7 | -3 | -2 | 5 | 0.2 | -4 | 0 | -1.4
O=c1nc(-c2ccccc2)nc(-c2ccccc2)[nH]1 | -5 | i | -7 | 9 | 2 | -5 | -0.3 | 4 | 0 | -2.2
O=C(CCSCc1cccc(F)c1)NCCc1ccccc1 | -11 | i | -9 | 0 | 6 | -7 | -1.1 | -1 | -1 | -1.1
Cc1ccc(Nc2nc(C(=O)NCc3ccco3)cs2)cc1 | 0 | i | 0 | 6 | 4 | 13 | 0.3 | 1 | -6 | 2.0
COCCNC(=O)C1CCCN(C(=O)C2(c3ccc(Cl)cc3)CCCC2)CC1 (stereo unspecified) | 3 | i | · | 2 | 2 | 6 | -0.3 | 0 | -1 | 0.3
CC(C)(C)C(=O)Nc1cccc2[nH]ncc12 | 2 | i | -1 | 0 | -11 | 1 | -0.6 | -1 | -1 | -2.6
CCCCC1CCC(c2nc(-c3cccnc3)no2)CC1 (stereo unspecified) | 9 | i | 5 | -5 | 1 | -5 | -0.7 | 4 | 1 | 3.1
COc1ccc(Nc2cc(C)nc3c(C)cccc23)cc1OC | -2 | i | 6 | -4 | -4 | -4 | -1.0 | 1 | 15 | 0.9
CCOc1ccccc1CN1CCN(C2CCC2)CC1CCO (stereo unspecified) | -10 | i | -6 | -1 | -4 | 7 | -0.7 | 3 | 3 | 0.6
C=C1CSc2nc(=O)c3c4c(sc3n21)CCC4 | -1 | i | -4 | 2 | -4 | -11 | -1.4 | -1 | 6 | -2.1
COc1ccc2nc(NC(=O)c3cccnc3SC)sc2c1 | 5 | i | -7 | 2 | 8 | 9 | 0.0 | 2 | -2 | 0.5
COc1ccc(/C=N/NC(=O)CCc2nc3ccccc3[nH]2)cc1 | -1 | i | -1 | -4 | 2 | -6 | 1.7 | 3 | 14 | -1.5
CCN(CC)Cc1c(O)ccc2c(C)c(CC(=O)OC)c(=O)oc12 | -3 | · | -10 | 1 | 47* | 1 | -0.1 | 0 | -3 | -2.4
COc1ccc(C(=O)NCC(=O)NCCc2c[nH]c3ccccc23)cc1OC | -2 | i | 2 | 1 | 4 | 1 | 0.4 | 7 | 0 | -0.2
COc1ccc(Cl)cc1S(=O)(=O)N1CCN(Cc2ccc3c(c2)OCO3)CC1 | 1 | i | -2 | 1 | -1 | -2 | 0.1 | 9 | -6 | 0.5
CCc1nnc(NC(=O)CCS(=O)(=O)c2ccc(C)cc2)s1 | -8 | i | -7 | 3 | 13 | -26 | -0.3 | 2 | 0 | 0.0
CN(C)c1ccc(NC(=O)CSc2nc3ccccc3c(=O)n2C2CCCCC2)cc1 | 16 | i | -2 | 2 | 6 | 13 | 0.5 | 5 | -17 | 3.8
O=C(N/N=C/c1c(O)ccc2ccccc12)c1ccc(CO)nc1 | 1 | i | -10 | -21 | -87 | -2 | -0.2 | 3 | 0 | 0.4
COc1cc(C(=O)NC2CCN(CC(=O)NC3CCCCC3C)CC2)cc(OC)c1OC (stereo unspecified) | -7 | i | -4 | 5 | 7 | -14 | -0.5 | 0 | 3 | -0.7
Cc1ccc(N=C2NC(=O)/C(=C/C=C/c3ccco3)S2)cc1 | 34* | i | 34 | 11 | -59 | -1 | 2.7 | 6 | 87* | 6.0
O=C(NCCC1=CCCCC1)C1CCN(Cc2cnn(-c3ccccc3)c2-n2cccc2)CC1 | -12 | i | 1 | -2 | 12 | -2 | -0.7 | 0 | -5 | 1.4
Nc1nncn1C(=O)c1ccc(Cl)cc1Cl | -2 | i | -2 | -1 | -5 | -11 | 0.4 | -2 | -1 | -0.7
O=C(Nc1cccnc1)c1ccccc1Cl | 1 | i | -12 | -4 | 22 | 7 | -1.4 | -1 | -1 | -1.2
CC12CCC(C(=O)Nc3cccc(Cl)c3Cl)([C@H](Br)C1=O)C2(C)C (stereo partly specified) | -9 | i | -11 | 1 | 6 | -9 | 0.0 | 2 | -2 | 0.7
CN1CCc2c(sc(N)c2C(=O)O)C1 | 0 | i | -9 | 3 | 5 | -2 | 0.1 | 3 | -9 | -2.4
CCN(CC)S(=O)(=O)c1cc(C(=O)OCC(=O)Nc2c(F)cccc2F)ccc1F | -12 | i | -11 | 0 | 5 | 0 | -0.3 | 1 | 0 | 0.2
O=C1c2ccccc2C(=O)c2c1cccc2N1CCCC1 | -3 | i | 1 | -18 | 12 | 31 | -0.9 | 2 | -10 | 4.9
COc1ccc(C2C([N+](=O)[O-])=C(C)N(C)C(=O)N2C)cc1OC (stereo unspecified) | 4 | i | -3 | -6 | 6 | 5 | -0.5 | 0 | -2 | -0.7
O=S(=O)(NCCCc1ccccc1)c1ccc(Cl)cc1 | -9 | i | -17 | 4 | 6 | 6 | -0.4 | 3 | 3 | 0.1
O=C(CSc1ncn[nH]1)N/N=C/c1ccc(F)cc1 | -1 | i | -1 | -3 | 4 | 11 | -0.1 | 0 | 0 | -0.9
CN(C(=O)c1ccno1)c1nnc(-c2cccnc2)s1 | 4 | i | 1 | 5 | -7 | -8 | -0.1 | 2 | 2 | -0.8
COc1ccc(Br)c(C(=O)Nc2cccc(S(=O)(=O)N3CCOCC3)c2)c1 | -3 | i | -8 | 0 | 11 | 6 | -0.4 | 1 | 2 | -0.3
CCN(CC(=O)Nc1c(F)cccc1F)C(=O)Cc1csc(-c2ccc(OC)c(OC)c2)n1 | 5 | i | -1 | -38 | 11 | 3 | -0.3 | -2 | -1 | -8.9
CCOC(=O)C1=C(C)N(c2ccccc2)C(=O)/C1=C\c1cccs1 | -3 | i | -11 | -8 | -5 | -7 | 0.2 | 6 | -4 | 0.6
COc1cc2c(cc1NC(=O)c1cncc(Br)c1)oc1ccccc12 | -8 | · | -7 | -2 | -1 | -3 | -0.2 | 2 | -8 | 3.0
Cc1c(C#N)c(NC(=O)CCl)n(Cc2ccc(F)cc2)c1C | -4 | i | -1 | 2 | -9 | 8 | 0.1 | -3 | 4 | 0.2
COc1ccc(C(=O)CC(=O)C(=O)NCCc2cccc(C)c2)cc1 | 21 | i | -14 | 1 | -8 | 3 | -0.6 | 0 | 89* | 0.6
COc1cccc(C(=O)OCC(=O)NC2CCCc3ccccc32)c1O (stereo unspecified) | -3 | i | -3 | -1 | 4 | 19 | -0.1 | 1 | 1 | -0.1
CCC(Oc1ccc(F)cc1)C(=O)N1CCCCCCC1 (stereo unspecified) | -5 | i | 6 | 26 | 2 | -6 | -1.3 | 0 | 0 | -4.3
Cc1ccc(-c2csc(C3=C(O)CN(NC(=O)c4ccco4)C3=N)n2)cc1 | 1 | i | 51* | 5 | -4 | 8 | -0.1 | 12 | 21 | 41
OCCNc1nc(Nc2ccccc2C(F)(F)F)nc(N2CCCC2)n1 | -5 | i | -10 | 1 | 18 | -3 | -0.2 | -3 | 3 | -1.0
CS(=O)(=O)N(CCc1ccccc1)CC(=O)N1CCN(c2ccccc2F)CC1 | 1 | i | -2 | 1 | 8 | -1 | 0.2 | -2 | 2 | -0.5
O=C(Oc1ccccc1N1CCOCC1)c1sccc1Br | 0 | i | -4 | 2 | 10 | -9 | 1.0 | -2 | 0 | 0.1
COc1cc(NC(=S)NC(=O)c2ccc(F)cc2)ccc1NC(=O)c1ccco1 | -6 | i | -8 | 2 | 3 | 12 | -0.7 | 4 | -4 | -1.1
COc1ccc(C)cc1NC(=O)c1sc2ncn(CC(=O)N3CCCCC3)c(=O)c2c1C | 1 | i | -6 | -17 | 15 | 2 | 0.3 | 4 | 8 | 0.2

Random draw from the library; any-hit rate near 4.6%.
